# From PubChem BioAssay
# MLLE-PAM2 inh: blocks PAM2 peptide binding to the PABP1 MLLE domain. P11940. GST-MLLE / FITC-PAM2 fluorescence polarization. inhibition, % at 20 µM. hit rate 0.36% among 360,000. AID 588489; in the data active = inhibition above about 35%, passing the limit was not always enough;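 also: plate controls were DMSO wells with GST-MLLE for no effect and wells lacking GST-MLLE protein for full effect; some results filed as inactive read as strong as hits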
# FAS TE block: FAS thioesterase (human) inhibition; recombinant FAS-TE, OMFH fluorogenic substrate, fluorescence endpoint; inhibition, % at 15 µM; hit rate 0.67% among 360,000; AID 602261;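 active = compounds whose normalised, plate-corrected inhibition of enzyme fluorescence in the single-dose primary screen is 50% or more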;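 also: 0% = DMSO with enzyme and 100% = substrate without enzyme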
# bovine MsrA act: bovine methionine sulfoxide reductase A activation | purified bovine MsrA, absorbance read-out | activation, % at 10.6 µM | hit rate 0.3% among 360,000; in the data active = activation above about 7.5%;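 also: 0% = vehicle and 100% = reference activator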
# TbMetRS inhib: Trypanosoma brucei MetRS inhibition; purified T. brucei MetRS, ATP depletion, Kinase-Glo luminescence; inhibition, % at 11.9 µM; hit rate 0.4% among 360,000; AID 624268;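 active = inhibition above a per-plate cutoff of the control wells' mean inhibition plus 3 SD, cut at about 5.5% in these data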;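 also: 0% = DMSO wells median and 100% = median of wells with control inhibitor compound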
#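 Material: parasite MetRS enzyme / Replication: singlicate, one well per compound / Signal: luminescence of leftover ATP / Schedule: 2 h aminoacylation at 25 °C after 15 min preincubation / Medium: HEPES-MgCl2-KCl buffer plus DTT, spermine, BSA, pyrophosphatase / Doses: 11.9 µM single point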
# MT1-MMP act inh: inhibitors of human MT1-MMP activation; P50281; HT1080 RFP-PRO-GFP cells, GFP/RFP ratio fluorescence, overnight; percent of plate control window, DMSO zero; GFP/RFP ratio change, % at 20 µM; hit rate 0.061% among 360,000; AID 651647;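 active = GFP/RFP ratio change of at least 30% with cell ATP level not reduced by more than half and red fluorescence within 50% of control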; also: strong numbers were not always called active
#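 Test system: HT1080 RFP-PRO-GFP cells; Benchmarks: DMSO and RFP-L50D-GFP cell wells; Timing: cells overnight before dosing, compound overnight, 37 °C, 5% CO2; Compound: one 20 µM compound dose with 1% DMSO; Read-out: GFP/RFP fluorescence ratio.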
# SKN-1 inh: inhibitors of C. elegans SKN-1. C. elegans VP596 Pgst-4::GFP/RFP ratio, acrylamide-induced, 24 h. inhibition, % at 21.8 µM. hit rate 0.49% among 360,000;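 active = interference check ratio from 0.5 to 1.5 plus GFP to RFP signal ratio inhibition reaching or exceeding a fixed threshold, cut at about 30% in these data, passing the limit was not always enough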; also: some compounds called inactive have numbers as strong as hits
# eLon inh: inhibitors of E. coli Lon protease; hit rate 0.42% among 360,000; inhibition, % at 7.94 µM; purified E. coli Lon protease, fluorescence polarization; in the data active = inhibition above about 13%, passing the limit was not always enough;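 also: 0% = enzyme with probe and DMSO and 100% = no enzyme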
# MsrA inhibitor: bovine MsrA inhibition; purified bovine MsrA, absorbance read-out; AID 651718; inhibition, % at 15.5 µM; hit rate 0.75% among 360,000; in the data active = inhibition above about 4.5%;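 also: 0% = vehicle wells with enzyme and 100% = reference inhibitor wells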
# CendR NRP1 mod: NRP-1/CendR interaction modulation | hit rate 0.85% among 360,000 | O14786 | inhibition, % at 25 µM | AID 602438 | FAM-RPARPAR peptide binding to NRP-1, fluorescence polarization;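 active = inhibition or corrected inhibition above about 18%, plus a signal ratio from 0.5 to 1.5, limit read from the data, passing the limit was not always enough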; also: strong numbers were not always called active
# An asterisk follows results filed as active; . = not tested or not shown. No enrichment for hits; about 4% have a hit in one of these screens.
SMILES,MLLE-PAM2 inh,FAS TE block,bovine MsrA act,TbMetRS inhib,MT1-MMP act inh,SKN-1 inh,eLon inh,MsrA inhibitor,CendR NRP1 mod
CCC(=O)N1CCN(c2ccc(Cl)cc2NC(=O)c2ccc3c(c2)OCCO3)CC1,11,6,-2,-0.5,-7,6,3,0.0,-11
CC(=O)NC(c1cccc(F)c1)c1nc(-c2csc3ccccc23)cs1 (stereo unspecified),4,18,-1,0.0,-3,16,2,1.5,-20
Cc1ccc(C2=NOC(C)(c3nnc(-c4ccccc4)o3)C2)cc1 (stereo unspecified),5,7,0,-0.2,1,6,-12,0.3,14
C=CCNC(=S)Nc1cc(C)ccn1,-2,-2,-1,-0.8,-1,17,-5,0.1,10
CC1=C(C(=O)N(C(C)C)C(C)C)CC(CC(=O)NC2CCCC2)C(=O)N1CCC1=CCCCC1 (stereo unspecified),10,-14,-2,-0.2,-1,-3,-7,-0.8,7
Cc1occc1-c1nnc(SCC(=O)Nc2nc(C(C)(C)C)cs2)o1,-1,0,0,-0.4,-7,4,1,-1.0,3
NC(c1ccccc1)c1csc(NC(=O)Nc2cccc(C(F)(F)F)c2)n1 (stereo unspecified),-3,-8,0,-0.1,-4,6,-4,0.5,-4
O=C(NCc1ccncc1)C(=O)NCC1OCCN1S(=O)(=O)c1ccc(Cl)cc1 (stereo unspecified),0,-5,-4,-0.3,-1,-6,-5,1.0,-3
C/C=C/c1ccc(OCCCCn2cncn2)c(OC)c1,-5,-12,-10,-0.8,-6,3,1,-1.9,3
CCN1CCN(Cc2ccc(NC(=O)Nc3ccccc3OC)cc2)CC1,-20,-3,-3,-0.5,2,-9,-4,-1.2,3
COc1ccc2c(c1)-c1ccccc1S(=O)(=O)N2C(C)=O,-32,0,-2,0.6,-3,-6,-1,2.2,-3
COc1cccc(NC(=O)C2CCN(Cc3cnn(-c4ccccc4)c3-n3cccc3)CC2)c1,9,4,-3,0.0,6,9,5,3.2,-4
O=C(NCCN1CCCC(O)C1)c1cc(COc2c(F)cccc2F)on1 (stereo unspecified),13,-5,-9,-0.5,.,10,1,-0.5,-2
CCOC(=O)C1=C(COC(=O)c2ccc(Cl)c(S(=O)(=O)N3CCOCC3)c2)NC(=O)NC1C (stereo unspecified),-48,2,-1,0.2,-1,11,4,-1.1,1
Cc1cccc(C)c1-n1c(SCC(=O)NCc2ccco2)nc2ccccc2c1=O,3,0,-3,-0.9,-5,8,-3,3.3,12
CC(C)OP(=O)(OC(C)C)C(NC(=O)c1ccccc1Br)C(N)=O (stereo unspecified),12,-3,-2,-0.4,-1,-9,7,0.5,-7
COC(=O)c1nc2n(n1)C(c1ccc([N+](=O)[O-])cc1)C(C(=O)Nc1ccc(Cl)cc1)=C(C)N2 (stereo unspecified),-1,35,2,-0.2,2,4,-7,0.2,5
CCN(CC)CCC(c1ccc(N(C)C)cc1)c1c(OC)cc(OC)c2ccc(=O)oc12 (stereo unspecified),-8,10,1,-0.2,2,14,1,0.8,-7
C=CCNC(=O)CCCOc1cccc(C)c1,5,-2,2,-0.2,6,12,10,-1.5,-5
COc1ccc(Nc2nc(C(C)(C)C)nc3c2nnn3Cc2ccccc2Cl)cc1OC,-6,18,1,-0.9,-8,3,0,-0.3,0
CC1(C(=O)NCC2CC2)Cc2c(-c3cccc(C(N)=O)c3)ccnc2O1 (stereo unspecified),2,-8,-3,0.0,0,1,2,-1.5,-2
COC(=O)Oc1ccc(/C=N/NC(=O)CSCc2ccc(Cl)cc2)cc1OC,-13,2,-2,-0.3,6,14,3,-0.3,4
CCN(C(=O)COC(=O)c1ccc2c(=O)n3c(nc2c1)CCC3)C1CCS(=O)(=O)C1 (stereo unspecified),-12,-3,-11,-1.2,0,1,5,-0.6,-2
COc1ccccc1-n1c(SCC(N)=O)nc2c(c1=O)SCC2,6,-6,-2,-0.7,0,6,-10,0.6,-48
Cc1csc2nc(O)c(C(=O)NC3CCCCC3)c(=O)n12,1,7,2,-0.2,5,10,-3,-1.7,-1
Cc1cc(C)cc(N(C(=O)c2cc3ccccc3oc2=O)C2C=CS(=O)(=O)C2)c1 (stereo unspecified),-4,-13,-11,-0.8,-4,0,11,1.1,-6
O=C(O)c1ccccc1C(=O)OCCCCOC(=O)c1ccccc1C(=O)O,-2,-6,-3,0.1,-1,5,7,0.8,7
CCCN(C(=O)Cc1nc(N)n[nH]1)C1(C(=O)Nc2c(C)cccc2C)CCCCC1,-6,-6,2,-0.1,3,-8,5,-0.5,8
COc1ccc(NC(=O)N2C3CCCC2CC(NC(=O)c2ccccc2)C3)cc1 (stereo unspecified),1,-8,-2,-0.6,-4,-4,-8,0.2,-6
CC(C)S(=O)(=O)c1nsc2nc(=O)c(/C=C3\C=Nc4ccccc43)c(N)n12,2,0,-2,1.3,1,-2,-10,0.9,-10
CCC(=NC1CC(C)(C)NC(C)(C)C1)C1=C(O)CC(C)(C)CC1=O,4,-8,-3,-1.1,-4,4,-7,-0.3,-3
CC(C)(C)NC(=O)NC(=O)COC(=O)Cc1coc2ccc3ccccc3c12,-4,24,3,-0.7,3,4,-3,0.6,-4
O=C(Nc1ccccc1)c1snc2c(=O)[nH]cnc12,12,-3,-6,-0.3,1,-10,-7,1.6,4
CCOC(=O)c1ccccc1NC(=O)CN1CCC(n2nnc3cc(F)ccc32)CC1,-4,14,-4,0.0,1,7,-4,0.8,-1
C/C(=N\NC(=O)c1nn(C)cc1Br)c1cccc(NC(=O)C(C)(C)C)c1,0,-7,-2,-0.7,-2,12,-10,1.1,3
N=C1C(=O)OCC1c1ccccc1NC(=O)Nc1ccccc1 (stereo unspecified),-8,-3,-8,0.6,-4,0,-2,0.3,8
Cc1ccc(-c2cc(C(=O)NCc3cccs3)no2)cc1,9,-5,-8,-1.0,-3,-5,-11,-0.5,0
CCCCn1cnc2c(cnn2-c2ccc(Cl)cc2)c1=O,3,0,0,-0.1,2,20,2,-0.4,-9
COc1ccc(OCC(=O)N2c3ccccc3CCc3ccccc32)cc1,11,-6,2,-0.1,1,-6,-7,0.3,13
CCc1nnc(NC(=O)CSc2nnc(CNC(=O)c3ccccc3)o2)s1,7,-8,-9,-0.1,3,0,4,-0.5,-17
COC(=O)c1ccccc1NC(=O)Cn1cc2c(n1)CCC(C)C2 (stereo unspecified),8,9,3,-0.9,1,18,-1,-0.1,4
NC(=O)C(Cc1ccccc1)NC(=O)C12CC3CC(CC(C3)C1)C2 (stereo unspecified),-3,-3,-1,-0.5,2,0,-2,-0.1,3
CC(=O)Nc1ccc(S(=O)(=O)Nc2nc3nc(-c4ccccc4)cc(-c4ccccc4)n3n2)cc1,0,2,-3,-0.6,6,9,7,1.2,-29
CCn1cc(C(=O)NCc2ccc3c(c2)OCO3)c(=O)c2cc(S(=O)(=O)N3CCOCC3)ccc21,20,6,-4,0.5,2,-14,0,0.2,-6
Cc1cc(C)c2c(c1)/C(=N/Nc1ccc(S(N)(=O)=O)cc1[N+](=O)[O-])CCC2,-9,-3,-7,-1.1,1,-19,7,0.8,2
COc1ccc(NC(=O)c2nc3ccccc3s2)cc1,2,24,-13,-1.1,-1,7,3,0.6,4
COC(=O)C=C1CCC2C3CCC4=CC(=O)C(Br)CC4(C)C3C(=O)CC12C (stereo unspecified),0,22,1,-0.3,-4,2,-5,0.0,3
Cc1ccc(NC(=O)CCCCCCCCCCC2COCCO2)c(C)c1 (stereo unspecified),4,-7,-5,-0.2,-12,-5,2,0.7,4
O=S(=O)(Cc1ccccc1)N1CCCCCC1,13,-6,-8,-0.9,5,-2,-2,1.3,-13
CC1(C)CC(=O)c2c(O)cc(OCC(=O)NCCc3ccc(S(N)(=O)=O)cc3)cc2O1,12,0,-1,0.3,2,18,3,-0.2,-13
O=c1[nH]cnc(CN2CCCCC2)c1O,13,-3,-1,-0.4,4,-9,0,-1.2,-13
Cc1cc(C)cc(NC(=O)CN2CCN(C(=O)c3cccs3)CC2)c1,-1,-8,-2,-0.4,1,24,2,-1.0,5
CNc1snc(C)c1C(=O)OCC(=O)N(C)c1ccccc1,3,-4,-2,-0.4,1,12,7,0.4,23
COc1cc(=O)n(C)c2cc(N(C)C)ccc12,10,-11,-16,-0.9,9,12,-1,3.9,-19
COC(=O)c1ccc(C)c(NS(=O)(=O)c2cn(C)nc2C)c1,3,-2,-3,-0.2,.,-6,2,-1.4,10
COc1ccc(C2CC(=O)c3c(C)nc(N4CCN(c5ccccc5)CC4)nc3C2)cc1 (stereo unspecified),4,15,0,-0.2,-2,7,5,-1.1,14
COc1cccc(C(=O)N(Cc2cc3cc(C)ccc3[nH]c2=O)C(C)C)c1,12,-4,1,-0.7,5,-5,-3,0.2,5
CC(/C=N/NC(=O)Cn1nnc(N)n1)=C\c1ccc(C(C)C)cc1,4,-4,-1,0.7,3,0,-10,-0.2,6
COc1cc2ccc(C(C)=O)cc2cc1OC,-1,-7,-4,0.3,-4,0,-12,0.8,-2
CC1=C(C(=O)N(C)C)CC(CC(=O)NC2CCCC2)C(=O)N1Cc1ccccc1 (stereo unspecified),2,-11,1,-0.8,-3,0,2,-0.9,-8

# In the list so far, 5 have two or more sulfur atoms.
SMILES,MLLE-PAM2 inh,FAS TE block,bovine MsrA act,TbMetRS inhib,MT1-MMP act inh,SKN-1 inh,eLon inh,MsrA inhibitor,CendR NRP1 mod
CC(=O)NC(c1cccc(F)c1)c1nc(-c2csc3ccccc23)cs1 (stereo unspecified),4,18,-1,0.0,-3,16,2,1.5,-20
Cc1occc1-c1nnc(SCC(=O)Nc2nc(C(C)(C)C)cs2)o1,-1,0,0,-0.4,-7,4,1,-1.0,3
COc1ccccc1-n1c(SCC(N)=O)nc2c(c1=O)SCC2,6,-6,-2,-0.7,0,6,-10,0.6,-48
CC(C)S(=O)(=O)c1nsc2nc(=O)c(/C=C3\C=Nc4ccccc43)c(N)n12,2,0,-2,1.3,1,-2,-10,0.9,-10
CCc1nnc(NC(=O)CSc2nnc(CNC(=O)c3ccccc3)o2)s1,7,-8,-9,-0.1,3,0,4,-0.5,-17

# Next section.
SMILES,MLLE-PAM2 inh,FAS TE block,bovine MsrA act,TbMetRS inhib,MT1-MMP act inh,SKN-1 inh,eLon inh,MsrA inhibitor,CendR NRP1 mod
COc1cccc(C(O)c2nc(-c3cccc(F)c3)cs2)c1 (stereo unspecified),-1,15,-2,-0.2,0,16,-9,-0.8,3
CCCn1c(SCC(=O)N2CCN(C(C)=O)CC2)nc2sc3c(c2c1=O)CCC3,-50,-4,-3,-0.2,-2,-2,9,3.3,16
Cn1nnnc1SCc1nc2scc(-c3ccccc3)c2c(=O)[nH]1,-29,-4,-1,-0.1,-2,-10,4,0.3,-22
CC(Sc1nc2c(c(=O)n(C)c(=O)n2C)n1Cc1cc2c(cc1Cl)OCO2)C(=O)O (stereo unspecified),-16,-1,0,-0.8,6,-18,-2,-1.2,11
CCN(CC(=O)Nc1ccc(NC(C)=O)cc1)C(=O)CSc1nnc(-c2ccco2)n1CC,-19,-7,-1,-0.1,0,8,0,0.8,3
CCOC(=O)C(C(=O)Nc1cccc(C)n1)C1CCCCC1 (stereo unspecified),-6,-1,-11,-2.9,-7,-17,6,0.2,-6
